Large T inhibition: SV40 large T antigen inhibitors, biochemical (AID 1903); SV40 large T antigen ATPase/helicase inhibition assay; higher % means a stronger effect; inhibition, % at 20 µM, or IC50 in µM where a hit was titrated; hit rate 0.39% among 310,000; in the data active means a potency from the dose series; further: strong numbers were not always called active
PhoP inhibition: PhoP-dependent GFP reporter repression – Salmonella Typhimurium, primary screen (AID 1863). S. Typhimurium PhoP-regulated promoter GFP reporter, 4 h; higher % means a stronger effect. hit rate 0.16% among 300,000. inhibition, % at 50 µM; hits with a dose series show IC50 in µM;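 active means inhibition over 29.93%, a cutoff 3 SD above the screen mean, later confirmed by dose response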;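 further: 0% = low Mg2+ inducing control and 100% = high Mg2+ repressing control; strong numbers were not always called active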
NTR1 agonist: NTR1-driven beta-arrestin-GFP spot formation – imaging, U2OS cells, high content, primary screen (AID 493036); P30989; agonist mode; activation, % at 20 µM; hit rate 0.17% among 330,000;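 active means activation at or above 40% of the spot to cytoplasm intensity ratio, with at least 20 cells analyzed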;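 further: 0% = DMSO without peptide and 100% = 100 nM NTR1 peptide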
Target sequence (P30989 whole entry, looked up): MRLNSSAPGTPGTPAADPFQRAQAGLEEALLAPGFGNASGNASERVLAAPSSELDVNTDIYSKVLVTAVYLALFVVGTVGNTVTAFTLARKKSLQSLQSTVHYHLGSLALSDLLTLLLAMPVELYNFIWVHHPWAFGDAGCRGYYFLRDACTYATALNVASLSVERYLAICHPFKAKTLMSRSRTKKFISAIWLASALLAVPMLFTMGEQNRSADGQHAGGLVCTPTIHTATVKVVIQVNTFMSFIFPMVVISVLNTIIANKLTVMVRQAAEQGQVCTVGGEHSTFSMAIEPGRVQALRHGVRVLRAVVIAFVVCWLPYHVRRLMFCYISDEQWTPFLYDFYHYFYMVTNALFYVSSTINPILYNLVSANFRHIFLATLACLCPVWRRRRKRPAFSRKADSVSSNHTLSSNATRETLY
RSV antiviral HEp-2: RSV antiviral activity via CPE protection, HEp-2 cells, primary 10 µM value included (AID 2391) | HEp-2 cells, RSV-induced CPE inhibition; higher % means a stronger effect | one-dose CPE inhibition, % at 10 µM; IC50 in µM for titrated hits | hit rate 0.13% among 310,000; in the data active means a potency from the dose series; further: strong numbers were not always called active
Myeloid diff MLP: myeloid differentiation induction. calls only at 10 µM. AID 624256. ER-HoxA9 myeloid progenitors, lysozyme-GFP differentiation, flow cytometry. hit rate 1% among 360,000;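 active means normalized GFP-positive differentiation at or above the plate's own cutoff, the solvent-only control mean plus 3 SD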;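 further: cells exposed to compound for four days before flow analysis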
T cell modulator: T cell immune modulation candidate | calls only at 7 µM | AID 2052 | hit rate 0.068% among 330,000 | 2C CD8+ T cell-vesicle binding, flow cytometry; active compounds read low;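 active means response, share of CD8 T cells binding vesicles, and their 90th percentile fluorescence all below set limits, cut at about 80% in these data, passing the limit was not always enough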
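Also added: QL9-peptide-loaded Drosophila micro-vesicles bearing Ld, ICAM-1 and B7-1; Test system: purified 2C TCR transgenic mouse naive CD8+ T cells; Measured by: cytometric PE anti-B7-1 and Alexa647 anti-CD8 signals after 1% paraformaldehyde fixation; Timing: binding step 1.5 h, 37 °C, antibody labelling 20 min, ice.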
MgcRacGAP inhibition: MgcRacGAP GTPase-activating activity inhibitors, confirmation, biochemical, ADP Hunter fluorescence; MgcRacGAP-stimulated Rac1 GTP hydrolysis, ADP Hunter fluorescence; higher % means a stronger effect; GST-tagged Rac1 F28L mutant substrate; one-dose inhibition, % at 30 µM; IC50 in µM for titrated hits; hit rate 0.6% among 340,000;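 active means first-screen hits whose inhibition reached a set limit at any dose in the follow-up dose series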;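 further: fluorescence reports GDP produced by GAP-driven GTP hydrolysis; strong numbers were not always called active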
TNAP activators: stimulation of alkaline phosphatase TNAP activity – biochemical, luminescent, no phosphate acceptor, uHTS, primary screen (AID 1001). hit rate 0.03% among 200,000. purified TNAP, luminescent activation assay, no phosphate acceptor; higher activation fold means a stronger effect. activation fold at 20 µM, or EC50 in µM where a hit was titrated; in the data active means activation fold from about 3, or a potency from the dose series; inactive means the rest, 99 in 100 with activation fold below about 1.6; further: many of its hits are not listed in these tables
K1F lysis inhibition: inhibition of K1F phage lysis, E. coli UTI89, bacterial capsule biogenesis inhibitors, alamar blue (AID 488966); hit rate 0.02% among 340,000; inhibition, % at 100 µM, or IC50 in µM where a hit was titrated; E. coli UTI89 K1F phage lysis, alamar blue, 2 h; higher % means a stronger effect;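 active means phage lysis inhibition, versus mean bacterial control, above a set limit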;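 further: capsule biogenesis inhibitors block K1F phage lysis so surviving cells raise fluorescence; higher fluorescence means more inhibition of phage lysis; actives were called in the ten point dose series up to 300 µM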
T cell modulator vesicle-bound %: recorded beside T cell modulator, whose call it bears; double positive events, %; measured here: CD8+ vesicle-bound cell fraction;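 binding gate set so that unloaded-vesicle control wells show 10% double positive cells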
NTR1 agonist cell count 20 µM: further read-out of NTR1 agonist, marked with its call; cell count; measured here: cell count, cytotoxicity flag
Myeloid diff MLP GFP+ MAC1+ %: second read-out of Myeloid diff MLP, no call of its own (marks repeat the call); GFP+ MAC1+ double positive, %; measured here: differentiation confirmed by MAC1 staining
An asterisk follows results filed as active; [ ] = remark or other dose. The order is random. Share with any hit: about 2.3%.

`CC(C)[C@H](NC(N)=O)C(=O)Nc1ccc(Oc2ccccc2)cc1` gave Large T inhibition -6%, PhoP inhibition -1%, NTR1 agonist -0.4, RSV antiviral HEp-2 1.3%, Myeloid diff MLP inactive, T cell modulator inactive, MgcRacGAP inhibition 0%, TNAP activators 1, K1F lysis inhibition 0.2%, T cell modulator vesicle-bound % 30, NTR1 agonist cell count 20 µM 81 and Myeloid diff MLP GFP+ MAC1+ % 0.1.
Screening Cc1cc(C)n2ncc(C(=O)NCc3ccccc3)c2n1 returned Large T inhibition 9%, PhoP inhibition 8%, NTR1 agonist -0.9, RSV antiviral HEp-2 2.0%, Myeloid diff MLP inactive, T cell modulator inactive, MgcRacGAP inhibition 1%, TNAP activators 1.2, K1F lysis inhibition 3.2%, T cell modulator vesicle-bound % 31, NTR1 agonist cell count 20 µM 73 and Myeloid diff MLP GFP+ MAC1+ % 0.3.
COc1cccc(CN(C(=O)c2cccc(OC)c2)C2CCS(=O)(=O)C2)c1 (stereo not given) was read as Large T inhibition 11%, PhoP inhibition -11%, NTR1 agonist -0.7, RSV antiviral HEp-2 2.4%, Myeloid diff MLP inactive, T cell modulator inactive, MgcRacGAP inhibition 7%, K1F lysis inhibition 0.2%, T cell modulator vesicle-bound % 8, NTR1 agonist cell count 20 µM 59 and Myeloid diff MLP GFP+ MAC1+ % 0.3.
Screening CCCCn1c(NCc2ccc3c(c2)OCO3)nc2ccccc21 returned Large T inhibition -4%, PhoP inhibition 0%, NTR1 agonist 0.4, RSV antiviral HEp-2 2.1%, Myeloid diff MLP inactive, T cell modulator inactive, MgcRacGAP inhibition 2%, TNAP activators 1.1, K1F lysis inhibition -0.1%, T cell modulator vesicle-bound % 19, NTR1 agonist cell count 20 µM 40 and Myeloid diff MLP GFP+ MAC1+ % 0.8.
Screening COc1ccc(C2=NOC(Cn3nc(C(=O)NCc4cccs4)cc3-c3ccccc3)C2)cc1 (stereo not given) returned Large T inhibition 9%, PhoP inhibition 1%, NTR1 agonist -4.5, RSV antiviral HEp-2 4.1%, Myeloid diff MLP inactive, T cell modulator inactive, MgcRacGAP inhibition 6%, K1F lysis inhibition 1.1%, T cell modulator vesicle-bound % 15, NTR1 agonist cell count 20 µM 100 and Myeloid diff MLP GFP+ MAC1+ % 1.5.
For O=C(COC(=O)COc1ccc(Br)cc1)Nc1cccnc1Cl the results were Large T inhibition 7%, PhoP inhibition -33%, NTR1 agonist -1.0, RSV antiviral HEp-2 0.9%, Myeloid diff MLP inactive, T cell modulator inactive, MgcRacGAP inhibition 2%, TNAP activators 1.1, K1F lysis inhibition -0.7%, T cell modulator vesicle-bound % 50, NTR1 agonist cell count 20 µM 89 and Myeloid diff MLP GFP+ MAC1+ % 0.1.
For CC(NC(=O)c1cccnc1)C(c1ccccc1)N1CCN(C)CC1 (stereo not given) the results were Large T inhibition 14%, PhoP inhibition -6%, NTR1 agonist -1.0, Myeloid diff MLP inactive, T cell modulator inactive, MgcRacGAP inhibition -1%, TNAP activators 1, K1F lysis inhibition -0.4%, T cell modulator vesicle-bound % 24, NTR1 agonist cell count 20 µM 61 and Myeloid diff MLP GFP+ MAC1+ % 8.9.
CCNS(=O)(=O)c1c(C)cc(N2CCCC2=O)cc1C was read as Large T inhibition 4%, PhoP inhibition -3%, NTR1 agonist -2.3, RSV antiviral HEp-2 0.7%, Myeloid diff MLP inactive, T cell modulator inactive, MgcRacGAP inhibition -5%, TNAP activators 1.2, K1F lysis inhibition -1.2%, T cell modulator vesicle-bound % 30, NTR1 agonist cell count 20 µM 81 and Myeloid diff MLP GFP+ MAC1+ % 1.9.
For COc1cccc(C(Nc2ccccn2)c2oc(CO)cc(=O)c2O)c1 (stereo not given) the results were Large T inhibition 6%, PhoP inhibition 4%, NTR1 agonist 0.8, RSV antiviral HEp-2 2.8%, Myeloid diff MLP inactive, T cell modulator inactive, MgcRacGAP inhibition 4%, TNAP activators 1.1, K1F lysis inhibition 0.7%, T cell modulator vesicle-bound % 26, NTR1 agonist cell count 20 µM 40 and Myeloid diff MLP GFP+ MAC1+ % 0.3.
CSc1cccc(CN2CCCC(CNC(=O)c3ccc(F)cc3)C2)c1 (stereo not given) was read as Large T inhibition 19%, PhoP inhibition -2%, NTR1 agonist -1.5, RSV antiviral HEp-2 -1.9%, Myeloid diff MLP inactive, T cell modulator inactive, MgcRacGAP inhibition 9%, TNAP activators 1.2, K1F lysis inhibition 0.2%, T cell modulator vesicle-bound % 43, NTR1 agonist cell count 20 µM 60 and Myeloid diff MLP GFP+ MAC1+ % 0.1.

Taken from the listing, 2 compounds:
`CC(C)[C@H](NC(N)=O)C(=O)Nc1ccc(Oc2ccccc2)cc1` gave Large T inhibition -6%, PhoP inhibition -1%, NTR1 agonist -0.4, RSV antiviral HEp-2 1.3%, Myeloid diff MLP inactive, T cell modulator inactive, MgcRacGAP inhibition 0%, TNAP activators 1, K1F lysis inhibition 0.2%, T cell modulator vesicle-bound % 30, NTR1 agonist cell count 20 µM 81 and Myeloid diff MLP GFP+ MAC1+ % 0.1.
Screening Cc1cc(C)n2ncc(C(=O)NCc3ccccc3)c2n1 returned Large T inhibition 9%, PhoP inhibition 8%, NTR1 agonist -0.9, RSV antiviral HEp-2 2.0%, Myeloid diff MLP inactive, T cell modulator inactive, MgcRacGAP inhibition 1%, TNAP activators 1.2, K1F lysis inhibition 3.2%, T cell modulator vesicle-bound % 31, NTR1 agonist cell count 20 µM 73 and Myeloid diff MLP GFP+ MAC1+ % 0.3.

Next results:
Screening O=C(NCCCn1ccnc1)C1CCCN(S(=O)(=O)c2ccc(F)cc2)C1 (stereo not given) returned Large T inhibition -4%, PhoP inhibition 3%, NTR1 agonist -0.6, RSV antiviral HEp-2 -0.6%, Myeloid diff MLP inactive, T cell modulator inactive, MgcRacGAP inhibition 7%, K1F lysis inhibition 0.3%, T cell modulator vesicle-bound % 34, NTR1 agonist cell count 20 µM 56 and Myeloid diff MLP GFP+ MAC1+ % 0.2.
For CC(C)(C)C(=O)Nc1nc2c(c(=O)[nH]1)CCCC2 the results were Large T inhibition 32%, PhoP inhibition 16%, NTR1 agonist 0.8, RSV antiviral HEp-2 5.3%, Myeloid diff MLP inactive, T cell modulator inactive, MgcRacGAP inhibition 2%, TNAP activators 1, K1F lysis inhibition -1.8%, T cell modulator vesicle-bound % 63, NTR1 agonist cell count 20 µM 36 and Myeloid diff MLP GFP+ MAC1+ % 0.2.
For O=C(N/N=C/c1ccc(OCC2COCCO2)cc1)c1ccc(Br)cc1 (stereo not given) the results were Large T inhibition 8%, PhoP inhibition -1%, NTR1 agonist -0.7, RSV antiviral HEp-2 0.0%, Myeloid diff MLP inactive, T cell modulator inactive, MgcRacGAP inhibition 9%, TNAP activators 1.1, K1F lysis inhibition 0.2%, T cell modulator vesicle-bound % 21, NTR1 agonist cell count 20 µM 62 and Myeloid diff MLP GFP+ MAC1+ % 1.6.
Screening Cc1cc(C)cc(-n2c(N)c(C(=O)Nc3c(C)n(C)n(-c4ccccc4)c3=O)c3nc4ccccc4nc32)c1 returned Large T inhibition 0%, PhoP inhibition 9%, NTR1 agonist 15, RSV antiviral HEp-2 4.1%, T cell modulator inactive, MgcRacGAP inhibition 8%, TNAP activators 0.9, K1F lysis inhibition 0.0%, T cell modulator vesicle-bound % 42 and NTR1 agonist cell count 20 µM 72.
COc1cc(-c2nc(S(=O)(=O)c3ccc(C)cc3)c(N3CCOCC3)o2)cc(OC)c1OC was read as Large T inhibition 10%, PhoP inhibition -4%, NTR1 agonist 0.1, RSV antiviral HEp-2 1.0%, Myeloid diff MLP inactive, T cell modulator inactive, MgcRacGAP inhibition 12%, TNAP activators 1, K1F lysis inhibition -0.5%, T cell modulator vesicle-bound % 60, NTR1 agonist cell count 20 µM 36 and Myeloid diff MLP GFP+ MAC1+ % 0.6.
`Cn1c(=O)n(C)c2cc(NC(=O)COc3ccccc3)ccc21` gave Large T inhibition 0%, PhoP inhibition -2%, NTR1 agonist 0.0, RSV antiviral HEp-2 0.1%, Myeloid diff MLP inactive, T cell modulator inactive, MgcRacGAP inhibition 11%, K1F lysis inhibition 0.6%, T cell modulator vesicle-bound % 53, NTR1 agonist cell count 20 µM 64 and Myeloid diff MLP GFP+ MAC1+ % 0.3.
`Cn1c(COc2ccccc2)nnc1SCC(=O)NC1CCCC1` gave Large T inhibition 3%, PhoP inhibition -4%, NTR1 agonist 1.1, RSV antiviral HEp-2 1.7%, Myeloid diff MLP inactive, T cell modulator inactive, MgcRacGAP inhibition 2%, K1F lysis inhibition -1.0%, T cell modulator vesicle-bound % 44, NTR1 agonist cell count 20 µM 43 and Myeloid diff MLP GFP+ MAC1+ % 2.7.
O=C(NC1CCCN(c2ccc(C(F)(F)F)cn2)C1)c1ccncc1 (stereo not given) was read as Large T inhibition 10%, PhoP inhibition -3%, NTR1 agonist 2.2, RSV antiviral HEp-2 4.6%, Myeloid diff MLP inactive, T cell modulator inactive, MgcRacGAP inhibition 7%, K1F lysis inhibition 0.4%, T cell modulator vesicle-bound % 59, NTR1 agonist cell count 20 µM 63 and Myeloid diff MLP GFP+ MAC1+ % 1.1.
CCC(C)n1c(=S)[nH]c2c(sc3ccc([N+](=O)[O-])cc32)c1=O (stereo not given) was read as Large T inhibition 25%, PhoP inhibition 3%, NTR1 agonist 0.2, RSV antiviral HEp-2 5.9%, Myeloid diff MLP inactive, T cell modulator inactive, MgcRacGAP inhibition 73µM*, TNAP activators 1, K1F lysis inhibition -0.7%[50 µM], T cell modulator vesicle-bound % 0, NTR1 agonist cell count 20 µM 63 and Myeloid diff MLP GFP+ MAC1+ % 0.7.
For O=C(CSc1nnc(Cc2cccs2)n1-c1ccccc1)NCc1ccc2c(c1)OCO2 the results were Large T inhibition 9%, PhoP inhibition 10%, NTR1 agonist -0.6, RSV antiviral HEp-2 -0.7%, Myeloid diff MLP inactive, T cell modulator inactive, MgcRacGAP inhibition -5%, TNAP activators 1.1, K1F lysis inhibition 1.7%, T cell modulator vesicle-bound % 10, NTR1 agonist cell count 20 µM 89 and Myeloid diff MLP GFP+ MAC1+ % 3.4.
Screening CCOc1ccc2oc(C(=O)OCC(=O)NC3CC3)c(C)c2c1 returned Large T inhibition 6%, PhoP inhibition -12%, NTR1 agonist -0.6, RSV antiviral HEp-2 1.9%, Myeloid diff MLP inactive, T cell modulator inactive, MgcRacGAP inhibition 7%, TNAP activators 1, K1F lysis inhibition -0.4%, T cell modulator vesicle-bound % 23, NTR1 agonist cell count 20 µM 40 and Myeloid diff MLP GFP+ MAC1+ % 0.2.
